From PubChem BioAssay
Jurkat NFkB inh – inhibitors of induced NF-kB luciferase reporter, primary screen, TCR NF-kB activation inhibitor project, cell-based, luminescence, uHTS; inhibition, % at 4 µM; 330,000 compounds, 0.53% hits; Jurkat, PMA/ionomycin-induced NF-kB luciferase reporter; in the data active means inhibition above about 50%
CHOP UPR activ – activators of apoptotic CHOP UPR arm, primary screen, cell-based, CHO-CHOP luciferase reporter, luminescence, uHTS | activation, % at 10 µM | 330,000 compounds, 0.34% hits | UPR activation; percent of tunicamycin response over DMSO baseline;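 active means at 10 µM dose, activation of 40% or more, normalized to positive control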;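 further: 100% = tunicamycin at 10 µg/mL and 0% = DMSO alone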
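Assay system: CHO cells with stable CHOP pathway luciferase reporter; Buffer or medium: F12 plus 10% serum; Times: 16-18 h cell attachment, then 6 h compound exposure, 37 °C; Signal: luciferase luminescence; Read-out basis: percent activation relative to tunicamycin control; Control set: tunicamycin high control, DMSO low control.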
Gli-Sufu block – Gli-Sufu pathway antagonists, primary screen, luciferase luminescence, Sufu-KO-LIGHT cells, uHTS. inhibition, % at 5 µM. 340,000 compounds, 0.74% hits. AID 588413, 2011. Sufu-KO-LIGHT fibroblasts, Gli luciferase reporter luminescence;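 active means inhibition above about 55%, limit read from the data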;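 further: 0% = DMSO-treated cells and 100% = wells with medium but no cells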
EBI2 antag – EBI2 receptor antagonists, beta-arrestin recruitment, primary screen, cell-based, luminescence, 7a,25-OHC stimulation, uHTS. 7a,25-OHC stimulated. inhibition, % at 5 µM. 360,000 compounds, 0.81% hits; in the data active means inhibition above about 38%;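 further: enzyme fragment complementation signal reports receptor beta-arrestin coupling in cells; 0% = agonist plus DMSO wells and 100% = wells without agonist; some results beyond the cut were filed as inactive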
Target sequence (P32249 whole entry, looked up, the tested form may be a part): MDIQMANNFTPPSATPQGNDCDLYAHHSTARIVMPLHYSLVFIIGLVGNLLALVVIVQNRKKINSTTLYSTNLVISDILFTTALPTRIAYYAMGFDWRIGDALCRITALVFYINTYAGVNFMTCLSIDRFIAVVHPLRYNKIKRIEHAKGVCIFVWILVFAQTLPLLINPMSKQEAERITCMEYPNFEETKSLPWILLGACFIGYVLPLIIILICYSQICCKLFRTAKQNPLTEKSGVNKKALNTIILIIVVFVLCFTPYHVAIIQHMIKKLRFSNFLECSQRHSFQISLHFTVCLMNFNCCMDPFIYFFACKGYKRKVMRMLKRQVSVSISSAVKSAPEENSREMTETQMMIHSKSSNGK
Mdm2 MdmX PPI – inhibitors of human Mdm2-MdmX association, primary screen, cell-based, luminescence, split luciferase, SaOS-2, uHTS. Protein Mdm4 (Homo sapiens) + E3 ubiquitin-protein ligase Mdm2 (Homo sapiens), …. inhibition, % at 8 µM. 330,000 compounds, 3% hits. SaOS-2 split-luciferase Mdm2/MdmX complementation. AID 485346, 2010;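 active means inhibition of at least 50% at 8 µM in the primary screen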
UPR XBP1 act – activators of adaptive XBP1 UPR arm, primary screen, cell-based, CHO-XBP1 luciferase reporter, luminescence, uHTS | IRE1-XBP1 UPR activation; percent of tunicamycin response, DMSO as zero | activation, % at 20 µM | 330,000 compounds, 0.33% hits | AID 463104, 2010;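 active means versus positive control, 20 µM dose yields 30% or more activation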;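 further: 100% = tunicamycin at 10 µg/mL and 0% = DMSO only wells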
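Material: CHO-XBP1 cells stably carrying IRE1-XBP1-driven luciferase reporter | Medium: F12 with 10% serum | Compound dosing: 20 µM single concentration, DMSO 1% | Incubation: Overnight seeding at 37 °C, 6 h compound treatment at 37 °C | Detection: Steady-Glo luminescence read | Read-out basis: % activation of reporter signal versus tunicamycin and DMSO controls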
697 NFkB inh – inhibitors of PMA/ionomycin-induced NF-kB reporter, 697 cells, primary screen, B-cell NF-kB inhibitor project, cell-based, luminescence, uHTS | AID 435022, 2010 | 330,000 compounds, 0.33% hits | 697 B-cell NF-kB luciferase reporter, 16 h | inhibition, % at 4 µM; in the data active means inhibition above about 35%
CXCR6 inh – CXCR6 receptor inhibitors, primary screen, cell-based, beta-arrestin, luminescence, CHO-K1 PathHunter, 1536-well. inhibition, % at 20 µM. 360,000 compounds, 0.36% hits. C-X-C chemokine receptor type 6 (Homo sapiens), O00574; in the data active means inhibition above about 34%, passing the limit was not always enough;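 further: antagonist mode with CXCL16 agonist at 10 nM final; 0% = 10 nM CXCL16 with DMSO and 100% = unstimulated wells without agonist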
Target sequence (O00574 whole entry, looked up): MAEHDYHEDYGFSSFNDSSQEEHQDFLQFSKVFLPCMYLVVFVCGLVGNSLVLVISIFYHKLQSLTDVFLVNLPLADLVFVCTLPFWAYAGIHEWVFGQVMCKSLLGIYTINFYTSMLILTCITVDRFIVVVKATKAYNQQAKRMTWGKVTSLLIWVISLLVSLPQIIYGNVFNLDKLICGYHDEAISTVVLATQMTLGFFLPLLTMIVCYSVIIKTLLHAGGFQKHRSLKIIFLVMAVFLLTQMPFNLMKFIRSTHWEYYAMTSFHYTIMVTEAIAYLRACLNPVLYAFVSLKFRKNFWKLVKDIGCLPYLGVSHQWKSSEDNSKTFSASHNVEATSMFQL
CCR6 antag – CCR6 receptor antagonists, primary screen, cell-based, CHO-K1, luminescence, beta-arrestin, uHTS; C-C chemokine receptor type 6 (Homo sapiens), P51684; CHO-K1 CCR6 PathHunter beta-arrestin, CCL20-stimulated; inhibition, % at 20 µM; 340,000 compounds, 0.49% hits; AID 493098, 2011;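 active means compounds whose inhibition of the agonist-driven luminescence signal at 20 µM reaches about 50%, limit read from the data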;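 further: cells stimulated with CCL20 at 14 nM final; plate controls were DMSO with CCL20 for no effect and DMSO without agonist for full effect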
Target sequence (P51684 whole entry, looked up): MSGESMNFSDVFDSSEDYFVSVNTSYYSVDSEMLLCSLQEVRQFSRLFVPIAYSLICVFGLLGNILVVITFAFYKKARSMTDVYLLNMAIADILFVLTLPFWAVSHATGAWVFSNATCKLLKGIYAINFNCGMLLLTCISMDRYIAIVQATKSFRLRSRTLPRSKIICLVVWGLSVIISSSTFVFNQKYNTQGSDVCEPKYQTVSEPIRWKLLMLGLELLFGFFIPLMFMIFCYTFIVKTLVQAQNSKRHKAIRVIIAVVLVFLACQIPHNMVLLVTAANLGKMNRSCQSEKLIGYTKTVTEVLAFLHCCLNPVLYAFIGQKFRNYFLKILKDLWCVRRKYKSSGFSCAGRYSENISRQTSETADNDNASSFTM
The depositor's hits bear a star; . = not tested or not shown.

Results follow in this order: Jurkat NFkB inh	CHOP UPR activ	Gli-Sufu block	EBI2 antag	Mdm2 MdmX PPI	UPR XBP1 act	697 NFkB inh	CXCR6 inh	CCR6 antag
COc1ccc(CCNC(=O)c2nnc(Cc3ccc(Cl)cc3)o2)cc1OC
 : 2	-0.4	5	9	26	3	3	-3	0
Cc1ccc(CSCc2ccc(C(=O)NCC3CCCO3)o2)cc1 (stereo unspecified)
 : 2	-3.1	-2	-1	14	-1	14	-7	6
N#CC1C(=O)NC(c2ccccc2)=CC1c1ccccc1 (stereo unspecified)
 : .	.	-6	-16	.	.	.	22	52*
COC(=O)c1ccc(COc2cccc3c2OC(C)(C)C3)cc1
 : 3	1.1	6	0	2	-1	-24	-1	16
COC(=O)c1ccc(Nc2nc(N3CCOCC3)nc(N3CCOCC3)n2)cc1
 : 1	1.8	5	6	15	-3	15	3	6
COc1ccc(-n2c(SCC(=O)/C(C#N)=C(\C)N)nc3ccccc3c2=O)cc1OC
 : -6	1.4	29	-4	13	-1	19	2	13
CCSc1ccc([C@@H]2[C@@H]3C(=O)N(C)C(=O)[C@@H]3[C@]3(C(=O)OC)CCCCN23)cc1OC
 : -11	-0.3	-1	-2	-4	-2	-6	7	14
COc1ccc2c(CC(=O)NNC(=O)c3ccc(O)cc3)coc2c1
 : 10	0.8	-8	-6	18	-1	21	-2	9
COc1ccc(S(=O)(=O)N2CCCCCC2)cc1C(=O)N(C)CC(=O)Nc1ccccc1Br
 : -2	1.8	8	2	22	-5	21	4	16
Cc1c(C(=O)N2CCOCC2)[nH]c2ccc(OCc3ccccc3)cc12
 : 0	-2.3	-1	1	24	5	-20	-3	-12
O=C(Nc1ccccc1)C1CCN(C(=O)c2ccccc2)CC1
 : -5	-2.6	-11	-4	-7	1	-16	1	-4
CCOc1ccc2nc(NC(=O)C34CC5CC(CC(NC(C)=O)(C5)C3)C4)sc2c1
 : -93	8.2	-35	8	-42	-1	-74	0	5
CC(C)(C)c1cc(NC(=O)COC(=O)C2CC2)n(-c2ccccc2)n1
 : -3	-1.2	2	-8	10	-1	32	-13	3
CC(=O)Nc1c(O)nc(SCC(=O)Nc2c(C)cccc2C)[nH]c1=O
 : -3	0.3	-3	-4	-6	-2	15	-4	-3
O=C(NCCCN1CCCCCC1)c1ccc2c(Cl)c3c(nc2c1)CCCC3
 : -5	0.0	3	6	59*	-1	-1	-15	9
OCCNc1ncnc2c1sc1nc(N3CCOCC3)c3c(c12)CCC3
 : -12	-0.1	1	-6	27	4	22	-1	-9
CC(OC(=O)c1cn(-c2ccccc2)nc1-c1cccnc1)C(N)=O (stereo unspecified)
 : 16	-1.4	-12	-7	26	-2	18	2	-13
O=C(c1cc2c(=O)n3ccccc3nc2s1)N1CCc2ccccc2C1
 : -6	1.7	.	.	-4	1	12	.	.
COc1ccccc1CC(=O)N1CCN(S(=O)(=O)c2ccccc2)CC1
 : -3	1.1	-7	4	20	-4	-5	1	5
Cc1cc(C(=O)N2CCCC(CO)(Cc3ccc(F)cc3)C2)c(C)o1 (stereo unspecified)
 : 1	0.0	4	-6	-2	0	18	-9	10
CN(C)c1ccc(N=C/C=C2\N(C)c3ccccc3C2(C)C)cc1
 : -36	4.4	-3	7	25	-1	-88	19	-3
NS(=O)(=O)c1ccc(NS(=O)(=O)c2ccc(Br)cc2)cc1
 : -6	-0.8	7	12	16	-3	10	-7	13
Cc1cc(C)cc(NC(=O)CN(C)CC(=O)N(CC(C)C)c2c(N)n(CC(C)C)c(=O)[nH]c2=O)c1
 : 10	1.1	-2	3	-8	-3	25	8	2
O=C(COC(=O)c1nn(CCO)c(=O)c2ccccc12)Nc1ccc(Cl)c(Cl)c1
 : 9	1.0	-10	-3	24	0	11	-4	1
CC(=O)OCCCNc1cc(Sc2ccc(C)cc2)c2nonc2c1[N+](=O)[O-]
 : -11	149*	1	85*	54*	-6	24	71*	70*
O=C(NCCC1=CCCCC1)c1cc(S(=O)(=O)N2CCOCC2)c(Cl)cc1Cl
 : 14	-1.0	4	16	6	4	-17	-9	7
CCC1C(=O)NCCN1C(=O)c1ccc2nc(Cc3ccc(OC)cc3)oc2c1 (stereo unspecified)
 : -2	-0.4	-1	-9	-4	0	-7	-4	11
COc1ccc(N2C(N)=C(C#N)C(c3cccnc3)C3=C2CC(C)(C)CC3=O)cc1 (stereo unspecified)
 : 6	-1.9	-2	-3	7	-4	10	2	14
CSCSC1=C(C#N)C(c2ccc(Cl)cc2)C(C(C)=O)=C(C)N1 (stereo unspecified)
 : 15	-0.9	.	.	12	-4	-60	.	.
COc1cc2cc(C(=O)NCCc3ccccc3)[nH]c2cc1OC
 : -28	-0.9	-15	0	3	-3	4	-4	7
COC(=O)c1ccc(NC(=O)c2cc(-c3ccccn3)nc3ccccc23)cc1
 : 0	0.1	-12	-4	26	-1	4	4	6
Cc1ccc(S(=O)(=O)N2CCCC2C(=O)O)s1 (stereo unspecified)
 : -24	-1.5	-7	5	-10	0	-40	2	-19
CCN1CCN(Cc2ccc(NC(=O)c3cc(NC(=O)c4ccc5n[nH]nc5c4)cc(OC)c3)cc2C(F)(F)F)CC1
 : 0	0.3	26	-9	-20	0	-4	2	11
COc1ccc(NC(=O)CN2CCC(C(N)=O)CC2)cc1
 : -19	-0.3	-11	0	11	-2	-12	7	-9
CCCCN(CC(=O)NCc1ccc(Cl)cc1)S(=O)(=O)c1ccc2c(c1)OCCO2
 : -8	-0.1	-1	3	1	-1	-2	-3	16
CC1CCCN(S(=O)(=O)c2ccc(NC(=O)CNC3CCCC3)cc2)C1 (stereo unspecified)
 : -8	1.9	12	-8	23	1	-17	-1	15
Nc1nonc1-n1nnc(C(=O)N/N=C/c2ccncc2)c1CSc1ccccc1
 : 3	0.0	62*	7	-4	-2	-31	-9	-4
O=C(Cc1ccccc1[N+](=O)[O-])OCN1C(=O)c2ccccc2C1=O
 : 9	6.6	6	-5	-3	1	0	-10	-4
CC(C)COC(=O)CCNc1n[nH]c(=O)[nH]c1=O
 : 0	-2.0	0	-3	10	-1	-24	1	3
COc1ccc(N(CC(=O)Nc2ccccc2C(=O)NCCc2ccccc2)S(C)(=O)=O)cc1OC
 : -1	1.3	3	-8	0	1	26	4	2
O=C(Nc1ccc(S(=O)(=O)NC2=NCCCCC2)cc1)c1cc(F)c(F)cc1Cl
 : 2	-1.0	-4	9	15	0	21	1	-1
O=C1C(=O)N(c2ccccc2)C(c2ccccc2)C1c1ccccc1 (stereo unspecified)
 : .	.	1	-4	.	.	.	0	9
CC(C)(C)C(=O)Nc1cccc(-c2cc(-c3c(Cl)cccc3Cl)no2)c1
 : -5	-0.9	-15	19	24	-3	-16	1	11
O=C(CNc1ccccc1)c1ccc([N+](=O)[O-])cc1
 : -3	0.8	-3	-3	-22	-2	-1	-7	20
COCCn1c(SCC(=O)N2CCCc3ccccc32)nc2cccnc21
 : -2	1.1	-2	6	-19	0	23	-4	-5
CC(CN(C)Cc1ccccc1)OC(=O)c1ccc2c(c1)OCCO2 (stereo unspecified)
 : -1	2.8	-22	8	1	4	2	-8	5
CCCCn1c(N)c(N(CC(C)C)C(=O)COc2cc(C)ccc2Cl)c(=O)[nH]c1=O
 : -46	0.8	2	3	41	5	-17	-3	10
C/C=C(\C)C(=O)OC1[C@H](OC(C)=O)C2(CO)C(CC1(C)C)C1=CCC3C4(C)CCC(O[C@@H]5O[C@H](C(=O)O)[C@@H](O[C@@H]6O[C@H](CO)[C@@H](O)[C@H](O)[C@H]6O)[C@H](O)[C@H]5O[C@H]5O[C@H](CO)[C@@H](O)[C@H](O)[C@H]5O)[C@](C)(CO)C4CCC3(C)[C@]1(C)C[C@H]2O (stereo partly specified)
 : .	.	4	-14	.	.	.	82*	95*
CC(=O)c1ccc(NC(=O)Cn2nc(C)cc2C)cc1
 : 3	2.0	3	-7	16	-1	26	-6	-2
Cc1cc(C)c(NC(=O)c2sc3nc(C)[nH]c(=O)c3c2C)c(C)c1
 : 10	-0.3	.	.	5	-4	11	.	.
Cc1ccc2[nH]c(=O)c3cc(C(=O)N(C)C4CCCCC4)sc3c2c1
 : -47	5.7	-11	2	-25	4	-30	6	5
Cc1cc(S(=O)(=O)N2CCCC2)ccc1OCC(=O)NC1CCCC1
 : -12	0.0	-10	-6	-13	-2	-14	-6	0
COc1ccc(/C=N/Nc2nc(-c3cccc(S(=O)(=O)N4CCCC4)c3)cs2)cc1OC
 : -2	2.1	-1	0	-4	3	-5	3	9
Cc1ccc(-c2nnn(CC(=O)N(c3cccc(O)c3)C(C(=O)NC(C)(C)C)c3cccs3)n2)o1 (stereo unspecified)
 : 3	-1.0	2	-4	-23	0	15	-5	-5
CCN1c2ccccc2-c2nc3ccccc3n2C1c1ccncc1 (stereo unspecified)
 : 0	-0.5	-1	14	-7	-6	-3	8	20
COc1ccc(S(=O)(=O)NCCc2csc(-c3cccnc3)n2)cc1
 : 11	-1.6	22	-3	-37	0	-7	10	2
Cc1cc(=O)c2n(Cc3ccc(Cl)cc3)nc[n+]2[nH]1
 : 6	1.6	9	7	-2	-3	3	1	-2
COc1ccc(NC(=S)N2CCCC2)cc1
 : -4	1.8	-8	-7	-11	1	-28	-3	20
COc1cccc(NC(=O)NC(=O)c2c(C)cc(Cl)nc2Cl)c1
 : -5	-2.0	-2	0	-14	-6	-4	-3	3
CC1Cc2ccccc2N1Cc1cc(=O)c(OCC(=O)NCCc2ccccc2)co1 (stereo unspecified)
 : 1	1.0	5	2	14	2	-2	-1	16
CC(OC(=O)CCC(=O)N1CCN(S(=O)(=O)c2ccc3ccccc3c2)CC1)C(=O)NC(N)=O (stereo unspecified)
 : -1	2.0	-9	-7	1	-4	4	0	8
COc1ccc(-c2nnc(S/C(=C/c3ccc(Cl)cc3)C(=O)O)o2)cc1
 : -4	0.9	-22	-3	4	-3	7	-14	1
CCCCCn1c(N)c(C#N)c2nc3ccccc3nc21
 : 18	-1.9	0	-7	17	3	17	9	13

Pulled one by one from above (3):
Results follow in this order: Jurkat NFkB inh	CHOP UPR activ	Gli-Sufu block	EBI2 antag	Mdm2 MdmX PPI	UPR XBP1 act	697 NFkB inh	CXCR6 inh	CCR6 antag
COc1ccc(-c2nnc(S/C(=C/c3ccc(Cl)cc3)C(=O)O)o2)cc1
 : -4	0.9	-22	-3	4	-3	7	-14	1
CCCCCn1c(N)c(C#N)c2nc3ccccc3nc21
 : 18	-1.9	0	-7	17	3	17	9	13
COc1ccc(/C=N/Nc2nc(-c3cccc(S(=O)(=O)N4CCCC4)c3)cs2)cc1OC
 : -2	2.1	-1	0	-4	3	-5	3	9
